hIAP activ = human IAP activators, primary screen, biochemical, luminescence, uHTS. activation factor at 10 µM. hit rate 0.16% among 330,000. Intestinal-type alkaline phosphatase (Homo sapiens), P09923. purified human IAP, CDP-Star luminescence, 30 min; active compounds read high; 1 = vehicle-only enzyme, 0 = enzyme-free background;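 active = activation factor of the enzyme at least 2-fold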; note: the source names both 10 and 20 µM as test concentration; values of inactives mirror those of a sister screen read the other way
ATG4B inhibitor = ATG4B protease inhibitors, primary screen, biochemical, fluorescence, uHTS; Cysteine protease ATG4B (Homo sapiens), Q9Y4P1; ATG4B cleavage of LC3-PLA2, NBD-HPC fluorescence, 1 h; inhibition, % at 8.33 µM; hit rate 0.51% among 340,000; in the data active = inhibition above about 40%
Target sequence (Q9Y4P1 whole entry, looked up): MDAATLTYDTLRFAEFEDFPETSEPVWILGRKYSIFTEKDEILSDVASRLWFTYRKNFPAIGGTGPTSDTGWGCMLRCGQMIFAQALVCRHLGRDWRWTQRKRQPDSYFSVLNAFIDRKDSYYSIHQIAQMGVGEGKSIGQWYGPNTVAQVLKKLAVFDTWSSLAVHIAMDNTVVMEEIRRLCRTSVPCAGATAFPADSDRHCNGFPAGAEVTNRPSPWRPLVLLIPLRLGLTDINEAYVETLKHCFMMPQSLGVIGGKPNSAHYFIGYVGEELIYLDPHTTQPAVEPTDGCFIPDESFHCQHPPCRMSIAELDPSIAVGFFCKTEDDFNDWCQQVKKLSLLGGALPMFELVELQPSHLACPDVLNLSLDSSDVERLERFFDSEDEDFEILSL
SENP8 inh = human SENP8 protease inhibitors, primary screen, biochemical, fluorescence, Nedd8 protein substrate, uHTS; Sentrin-specific protease 8 (Homo sapiens), Q96LD8; recombinant SENP8; inhibition, % at 20 µM; hit rate 0.64% among 360,000; in the data active = inhibition mostly above about 40%, no sharp cut-off; inactive = mostly below about 27%
Target sequence (Q96LD8 whole entry, looked up): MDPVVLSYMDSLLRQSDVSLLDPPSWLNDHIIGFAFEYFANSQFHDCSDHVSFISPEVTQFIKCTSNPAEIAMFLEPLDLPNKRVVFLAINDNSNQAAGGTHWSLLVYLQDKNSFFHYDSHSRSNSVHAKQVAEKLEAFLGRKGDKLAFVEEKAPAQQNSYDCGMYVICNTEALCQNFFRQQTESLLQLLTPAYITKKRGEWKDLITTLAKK
PfGluPho inh = PfG6PD enzyme inhibitors, primary screen, biochemical, fluorescence intensity, uHTS; glucose-6-phosphate dehydrogenase-6-phosphogluconolactonase (Plasmodium falciparum 3D7); PfGluPho enzyme, NADPH resazurin-diaphorase fluorescence; inhibition, % at 20 µM; hit rate 0.78% among 350,000;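 active = inhibition reaching at least a set limit at 20 µM in the primary screen, cut at about 59% in these data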;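 note: 0% = DMSO wells with substrate and 100% = DMSO wells lacking glucose-6-phosphate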
MPTP inh = mitochondrial permeability transition pore inhibitors, primary screen, biochemical, isolated mouse mitochondria, absorbance; Ca2+ swelling absorbance, 30 min; hit rate 1.4% among 360,000; inhibition, % at 10 µM;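 active = inhibition of 50% or more, scaled per plate between neutral and stimulator controls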;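 note: 0% = DMSO wells given calcium and 100% = 1 mM EGTA wells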
SENP1 inh = human SENP1 catalytic domain inhibitors, primary screen, biochemical, FRET, uHTS; recombinant SENP1 catalytic domain, CyPet-SUMO1-YPet FRET cleavage; inhibition, % at 10 µM; hit rate 0.21% among 360,000; AID 624204, 2012;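 active = inhibition at least 30% at 10 µM, raw YFP signal under a set limit, fluorescence ratio 0.5 to 1.5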;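 note: 0% = enzyme with DMSO and 100% = no enzyme wells; some results filed as inactive read as strong as hits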
Target sequence (Q9P0U3 419-644 limits assumed): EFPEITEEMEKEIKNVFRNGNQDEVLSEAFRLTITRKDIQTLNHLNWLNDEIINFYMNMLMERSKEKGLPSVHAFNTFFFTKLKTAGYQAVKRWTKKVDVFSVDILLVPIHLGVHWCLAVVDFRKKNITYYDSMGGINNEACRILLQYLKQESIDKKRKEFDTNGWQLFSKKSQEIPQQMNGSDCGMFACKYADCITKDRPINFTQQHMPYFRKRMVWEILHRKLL
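Test system: hSENP1 catalytic domain, recombinant; Amount: 20 pM final SENP1 enzyme; Medium: Tris pH 8 buffer plus EDTA, NaCl, BME, BSA, NP40, catalase; Schedule: 50 min enzyme reaction, room temperature, light-protected; Technique: FRET fluorescence in CFP and YFP emission channels; Controls: no-enzyme wells low, DMSO-plus-enzyme wells high control.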
NR3A LBD binder = binders of NR3A ligand-binding domain, primary screen, biophysical, differential scanning fluorimetry, uHTS; Glutamate receptor ionotropic, NMDA 3A (GRIN3A) ligand-binding domain; NR3A LBD differential scanning fluorimetry, Tm shift; 0% = protein alone, 100% = glycine-bound protein; Tm shift relative to glycine control, % at 25 µM; hit rate 2.5% among 340,000; AID 1259313, 2017;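 active = melting temperature shift of at least 10% of the positive control shift, at one fixed dose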
SENP6 inh = SENP6 protease inhibitors, primary screen, biochemical, luminescence, uHTS | Recombinant SENP6 catalytic domain, aminoluciferin luminescence | AID 2599, 2010 | hit rate 1.8% among 330,000 | inhibition, % at 10 µM;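 active = inhibition above about 50% at the single tested dose, limit read from the data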;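 note: plate controls were DMSO wells with enzyme for no effect and DMSO wells lacking enzyme for full effect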
Active calls of the source: *; i = inactive; / = not tested or not shown. No enrichment for hits. Share with any hit: about 6.7%.

SMILES	hIAP activ	ATG4B inhibitor	SENP8 inh	PfGluPho inh	MPTP inh	SENP1 inh	NR3A LBD binder	SENP6 inh
O=C(CCn1cccn1)N1CCCC(Nc2ccc(F)c(F)c2)C1 (configuration not stated)	/	/	15	6	1.2	1	/	/
O=C(CCCc1nc2ccccc2s1)NNC(=O)CCN1CCN(Cc2ccccc2)CC1	1.4	-4	26	38	0.3	-2	-1	-1
Cc1csc2nc(CNS(=O)(=O)c3ccc4c(c3)CCCC4)cn12	1	3	14	0	0.4	4	-2	-10
O=C(Cn1c(NCCCO)nc2ccccc21)c1ccc([N+](=O)[O-])cc1	1.1	-8	20	7	1.2	0	2	-26
N#Cc1c(-c2ccc3c(c2)OCO3)cc[nH]c1=O	0.83	4	-243	-9	-0.3	-1	0	-14
COc1ccc(-c2ccc(CO)o2)cc1N	1	-11	-187	18	-3.3	-4	-1	-11
CCOc1cc(S(=O)(=O)N2CCN(Cc3ccccc3)CC2)ccc1Br	0.97	5	7	6	2.5	0	-3	-20
Cc1ccc(C2/C(=C(/O)c3ccc(Cl)cc3)C(=O)C(=O)N2CC2CCCO2)o1 (configuration not stated)	0.95	-8	0	46	-1.2	5	-1	-11
Cc1cc(Cl)ccc1OCCCC(=O)Nc1cccnc1	0.86	5	12	1	-1.7	-1	0	-7
CC(C)c1ccc(OCc2ccc(C(=O)N3CCN(c4ccccn4)CC3)cc2)cc1	1.2	10	21	11	3.7	1	3	-4
O=C(c1cccc(S(=O)(=O)N2CCN(c3ccc(F)cc3)CC2)c1)N1CCN(c2ccccc2O)CC1	/	-54	12	0	0.0	1	1	/
Cc1ccccc1Sc1ccc([N+](=O)[O-])cn1	1.1	-7	9	22	4.4	1	-1	-11
COc1ccccc1-n1c(SCC(N)=O)nnc1-c1ccc(S(=O)(=O)N2CCCCC2)cc1	1.1	-6	-6	6	-1.0	1	0	-258
O=C(NCC1COc2ccccc2O1)C1C2C=CC3(CN(Cc4cccs4)C(=O)C13)O2 (configuration not stated)	0.98	-11	10	-14	0.2	0	0	-17
COc1ccccc1CNC(=O)c1ccc(CS(=O)(=O)c2ccccc2C)o1	1.3	-6	12	-7	-0.9	1	-1	9
CCc1cc2c(=O)c(-c3nc4ccccc4n3C)coc2c(CN2CCCCC2C)c1O (configuration not stated)	0.97	-2	-207	-5	0.8	-6	2	3
O=C(C1CCN(Cc2ccc(F)cc2)CC1)N(CCO)Cc1ccccc1	1	-16	2	-5	-0.5	-7	-1	-6
COc1cccc(N(Cc2nnc3n2CCCCC3)C(=O)Nc2ccccc2)c1	0.98	-5	10	9	-1.3	3	0	-25
CCSc1nnc(-c2c[nH]c3ccccc23)o1	1.2	-1	0	12	0.3	4	-31	42
COc1ccccc1NC(=O)C(C)OC(=O)c1ccc(-n2cnnn2)cc1 (configuration not stated)	0.89	-5	-14	0	-0.5	3	3	-16
COc1ccc(/C=N/NC(=O)C(C)N(c2ccc(OC)cc2)S(C)(=O)=O)cc1 (configuration not stated)	1.1	-13	3	-5	2.0	2	-3	-1
CCC(C)(NC(=O)c1ccc(=O)[nH]c1)C(=O)NC1CCCC1 (configuration not stated)	0.84	-2	2	-3	-1.6	1	0	13
O=C(NCc1ccc(Cl)cc1)c1ccc(Cn2cc(C(F)(F)F)ccc2=O)cc1	0.9	-1	7	3	-0.2	-1	-1	-11
CCC(C)Sc1cccc(-c2nc3ccccn3c2NCc2ccccc2)c1 (configuration not stated)	1	17	i	5	2.1	-95	-15	4
Cc1nc(C)c(/C(O)=C/c2nc3ccccc3oc2=O)s1	1	5	26	-26	-0.4	3	5	0

Profiles, quoted from the list.
CCC(C)(NC(=O)c1ccc(=O)[nH]c1)C(=O)NC1CCCC1 (configuration not stated) across the screens: hIAP activ = 0.84; ATG4B inhibitor = -2; SENP8 inh = 2; PfGluPho inh = -3; MPTP inh = -1.6; SENP1 inh = 1; NR3A LBD binder = 0; SENP6 inh = 13
O=C(c1cccc(S(=O)(=O)N2CCN(c3ccc(F)cc3)CC2)c1)N1CCN(c2ccccc2O)CC1 across the screens: hIAP activ = /; ATG4B inhibitor = -54; SENP8 inh = 12; PfGluPho inh = 0; MPTP inh = 0.0; SENP1 inh = 1; NR3A LBD binder = 1; SENP6 inh = /
N#Cc1c(-c2ccc3c(c2)OCO3)cc[nH]c1=O across the screens: hIAP activ = 0.83; ATG4B inhibitor = 4; SENP8 inh = -243; PfGluPho inh = -9; MPTP inh = -0.3; SENP1 inh = -1; NR3A LBD binder = 0; SENP6 inh = -14

Going on with the list.
SMILES	hIAP activ	ATG4B inhibitor	SENP8 inh	PfGluPho inh	MPTP inh	SENP1 inh	NR3A LBD binder	SENP6 inh
Cc1ccc(CNC(=O)c2cccc(OCc3c(C)noc3C)c2)cc1	1.1	-5	8	-3	6.7	3	3	-1
CC(C)CCNC(=O)CN(Cc1ccccc1)C(=O)CCC(=O)Nc1ccccn1	0.97	0	17	-9	-0.5	2	-4	-17
CCOC(=O)c1ccc(Nc2ccc(-c3ccc(OC)c(OC)c3)nn2)cc1	0.98	-22	-90	-2	-0.3	2	26*	-2
CCC[C@@H](CNC)NC[C@H](Cc1ccccc1)NCCCCc1ccccc1	1.2	5	16	-12	7.6	1	2	-17
O=C(CSc1ncnc2c1oc1ccccc12)NC1CCCC1	1.2	-1	0	-2	-0.9	2	-4	-4
Cc1c(C(N)=O)sc2nc(-c3ccccc3)cn12	0.92	2	5	-1	-0.8	2	-3	11
COC(=O)c1ccc(N2CCN(C)CC2)c(NC(=O)COc2ccccc2)c1	1.1	2	17	1	0.0	0	0	-11
COc1cc(NC(=O)c2cc(-c3cccs3)on2)cc(OC)c1OC	/	-11	18	7	-0.6	-1	1	/
COC(=O)c1ccccc1NC(=O)Cn1cnc([N+](=O)[O-])c1	0.98	5	4	9	-1.0	1	-2	8
O=C(CC(=O)Nc1ccc(Cl)cc1Cl)Nc1ccc(Cl)cc1Cl	0.79	2	13	-5	1.0	0	-15	0
COc1nnc(-c2ccc(N3CCCCC3)c(NC(C)=O)c2)c2ccccc12	0.83	-7	-67	-10	6.3	1	-1	-18
Cc1ccccc1C(=O)NC1CCN(Cc2nnnn2CCc2ccccc2)CC1	0.9	-1	33	-22	-1.7	3	-1	-13
CCc1cccc(NC(=O)CN(c2ccc(OC)cc2)S(=O)(=O)c2c(C)n[nH]c2C)c1	1.2	-13	14	2	1.0	0	-3	-11
O=C(NCCc1ccccc1Cl)C1CCN(S(=O)(=O)c2cccs2)CC1	1.1	-13	11	-3	0.4	2	1	-22
O=C(CCN1C(=O)S/C(=C/c2ccc(Cl)cc2)C1=O)N1CCOCC1	1.2	34	15	12	2.4	2	1	-2
CCOC(=O)N1CCN(C(=O)c2ccc3c(=O)n(-c4ccc(OC)cc4OC)c(=S)[nH]c3c2)CC1	0.9	-7	14	5	-2.9	-1	2	-6
O=S(=O)(c1cc(Cl)ccc1Cl)n1ccnc1	/	-13	15	-6	1.2	1	2	/
O=C(NC1=C(Nc2ccc(Cl)cc2)C(=O)c2ccccc2C1=O)c1ccccc1	0.79	3	52*	45	5.0	1	-3	12
COc1ccc(C(=O)O)cc1S(=O)(=O)N1CCSCC1	1.1	0	8	7	-1.6	0	0	-10
O=C(NC1=NCCS1)c1ccc(C(F)(F)F)cc1	1.1	-4	11	2	-0.2	1	1	-12
Cc1cc(C)cc(NC(=O)COC(=O)C2CC3C=CC2C3)c1 (configuration not stated)	/	/	17	-23	-1.3	3	/	/
Cc1cccnc1CCNC(=O)CCc1nnc(-c2ccccc2)o1	0.98	-7	17	-6	-0.7	1	-2	-10
O=[N+]([O-])c1cccc(/C=C/C=N/Nc2nc(N3CCCCC3)nc(N3CCCCC3)n2)c1	0.97	3	21	-20	-0.1	4	5	-12
CC(C)C(=O)NNC(=O)c1ccccn1	1.5	11	8	15	17	2	-1	-10
O=c1oc2ccccc2n1Cn1c(=O)oc2ccccc21	1.2	-8	0	-16	-0.6	2	-1	7

The list goes on, overlapping the part above by 2 compounds.
SMILES	hIAP activ	ATG4B inhibitor	SENP8 inh	PfGluPho inh	MPTP inh	SENP1 inh	NR3A LBD binder	SENP6 inh
CC(C)C(=O)NNC(=O)c1ccccn1	1.5	11	8	15	17	2	-1	-10
O=c1oc2ccccc2n1Cn1c(=O)oc2ccccc21	1.2	-8	0	-16	-0.6	2	-1	7
CC1CN(C(=O)N2c3ccccc3Sc3ccccc32)CC(C)O1 (configuration not stated)	1	5	11	-16	-0.6	-1	0	21
CCOc1ccc(CC(=O)N/N=C(\C)c2cccnc2)cc1	0.82	-3	11	-1	0.2	-11	-1	-9
CC[n+]1ccc(/C=C/c2c[nH]c3ccccc23)cc1	1.1	-4	22	5	1.3	-29	-2	4
CC(C)(C)OC(=O)C[C@H]1C/C=C\C[C@@H](CC(=O)N[C@H](CO)Cc2ccccc2)C(=O)NCCOC1=O	1.1	-10	9	-1	-0.5	4	-2	-9
CCOC(=O)c1nc(C)n(-c2ccc([N+](=O)[O-])cc2)n1	1.2	-3	6	-1	-1.8	2	-1	3
O=C(Nn1cnnc1)c1ccc(Cl)c([N+](=O)[O-])c1	0.78	4	19	-14	2.1	1	0	-4
O=C(NCC(c1cccs1)N1CCOCC1)c1ccccc1NS(=O)(=O)c1ccc(Cl)cc1 (configuration not stated)	0.89	-8	-24	-5	26	-1	-2	-23
CCOC(=O)N1CCN(C(=O)c2nn(C)c3c2CSc2ccccc2-3)CC1	0.93	-7	10	7	-0.1	-1	0	-6
COc1ccccc1NC(=O)N1c2ccc(F)cc2CCC1C (configuration not stated)	0.93	-6	12	6	0.9	2	0	3
CCN1C(=O)[C@H]2[C@@H](c3ccc(C)cc3)N[C@]3(CCCN(Cc4ccccc4)C3=O)[C@H]2C1=O	/	/	8	3	-1.7	0	/	/
CCC1Oc2ccc(C)cc2N(CC(=O)N(Cc2cccnc2)Cc2ccc(C)o2)C1=O (configuration not stated)	0.94	10	-5	11	-0.8	-1	-4	-14
CS(=O)(=O)Nc1ccc2c(c1)C(=O)OC2	1.1	-9	7	1	0.3	-28	0	-5
C=CCC[C@@H](Cc1ccc(F)cc1)C(=O)OCCNC(=O)[C@@H](CC=C)CC(=O)N(CCO)Cc1ccccc1	0.98	-3	6	14	1.1	0	2	2
Cc1cc(C)c(NC(=O)C2CCCN2CCOC(=O)c2ccccc2)c(C)c1 (configuration not stated)	1	-2	14	6	2.5	-1	-1	3
O=C(NCCc1c[nH]c2ccccc12)C(=O)NCC1OCCCN1S(=O)(=O)c1cc(F)ccc1F (configuration not stated)	0.99	-12	10	13	4.9	-1	-7	-4
Cc1cc(=O)n2nc(N3CCCC(C(=O)NCCC4=CCCCC4)C3)sc2n1 (configuration not stated)	1.1	-12	25	-1	-1.5	2	0	5
CC1(C)C(c2ccccc2)=NC(c2ccccc2)N1O (configuration not stated)	1	0	15	0	-0.1	0	-2	6
Cc1ncc([N+](=O)[O-])n1CC(=O)NCCc1ccccc1	1.2	4	4	2	-1.0	-1	5	-22
CCCCc1c(O)nc(SCC(=O)c2ccccc2)n(-c2ccccc2C)c1=O	1.2	12	28	-30	4.0	4	0	10
CCCC(=O)N(Cc1cc(=O)[nH]c2ccccc12)c1ccccc1	1.2	9	-5	-9	0.1	-5	/	-14
Cc1ccc(N2CC(C(=O)N3CCC(C(=O)Nc4ccc(Br)cc4)CC3)CC2=O)cc1 (configuration not stated)	1.1	-12	14	7	0.4	3	-17	-6
O=C(c1ccco1)N1CCN(S(=O)(=O)c2ccc(Br)s2)CC1	0.96	-6	8	0	-0.9	-3	1	5
O=C(O)c1ccccc1OCCN1CCCC1=O	1	4	6	-14	0.5	0	6	-10

High-throughput results: PubChem, Sanford-Burnham Center for Chemical Genomics
